D2 ag: activates the human D2 dopamine receptor | AID 485358 | HEK293 T-REx D2 cells, calcium flux agonist mode | P14416 | 340,000 compounds, 0.53% hits | activation, % at 2 µM;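 active = activation over 3 SD above normal in the single-dose calcium agonist read, cut at about 30% in these data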; note: 0% is about no effect
Target sequence (P14416 whole entry, looked up): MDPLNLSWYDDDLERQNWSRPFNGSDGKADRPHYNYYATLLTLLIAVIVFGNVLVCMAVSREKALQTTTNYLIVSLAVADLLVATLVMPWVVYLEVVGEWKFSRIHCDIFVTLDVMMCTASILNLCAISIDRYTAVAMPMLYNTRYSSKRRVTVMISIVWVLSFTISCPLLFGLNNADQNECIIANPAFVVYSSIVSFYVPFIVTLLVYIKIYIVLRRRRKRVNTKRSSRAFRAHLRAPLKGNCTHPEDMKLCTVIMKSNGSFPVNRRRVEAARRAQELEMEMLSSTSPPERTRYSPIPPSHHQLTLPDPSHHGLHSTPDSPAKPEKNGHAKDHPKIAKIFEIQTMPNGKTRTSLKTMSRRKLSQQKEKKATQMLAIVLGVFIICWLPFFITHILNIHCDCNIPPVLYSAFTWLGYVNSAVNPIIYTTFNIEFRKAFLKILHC
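Calcium-flux readout, 1 cycle/sec over 180 s following compound pin transfer, in inducible HEK293 Trex D2 cells (force-coupled); dopamine controls included. Positive calcium responses during this window marked compounds as potential agonists.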
TRHR enhancer: allosterically enhances the human TRH receptor | 360,000 compounds, 0.66% hits | TRHR cells, fluo-8 calcium fluorescence, EC20 TRH enhancement | enhancement, % at 2 µM | P34981; in the data active = enhancement above about 30%; note: 0% is about no effect
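TRHR-expressing cells loaded with fluo-8 calcium dye were read kinetically (ex 480/em 530) during compound addition, then stimulated with an EC20 of TRH (10 nM final). Enhancement of the Gq-mediated intracellular calcium response was scored.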
RXFP1 antagonist: RXFP1 (human) relaxin receptor antagonism. Q9HBX9. activity change, negative = inhibition, % at 57.5 µM. HEK293-RXFP1, relaxin-stimulated cAMP HTRF, 30 min; hits give low values. AID 1259400. 350,000 compounds, 0.59% hits;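 active = activity change of -60% or lower, but not beyond a set lower limit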; note: % is set by controls: 0 for no effect and ±100 for the full control effect
TRHR ag: TRH receptor (human) agonism. 360,000 compounds, 0.18% hits. AID 493084. activation, % at 2 µM. P34981. TRHR cells, calcium flux fluo-8, FDSS agonist mode; note: 0% is about no effect
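Read-out: compound-evoked intracellular calcium rise in TRHR cells, fluo-8 dye, kinetic FDSS fluorescence at 1 s/cycle following a 10-cycle baseline. Cells cultured overnight before dye loading (30 min–1.5 h, RT).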
D1 agonist: human D1 receptor agonism; activation, % at 2 µM; 360,000 compounds, 1% hits; P21728; HEK293 T-REx D1 cells, calcium flux, agonist mode; note: 0% is about no effect
Target sequence (P21728 whole entry, looked up): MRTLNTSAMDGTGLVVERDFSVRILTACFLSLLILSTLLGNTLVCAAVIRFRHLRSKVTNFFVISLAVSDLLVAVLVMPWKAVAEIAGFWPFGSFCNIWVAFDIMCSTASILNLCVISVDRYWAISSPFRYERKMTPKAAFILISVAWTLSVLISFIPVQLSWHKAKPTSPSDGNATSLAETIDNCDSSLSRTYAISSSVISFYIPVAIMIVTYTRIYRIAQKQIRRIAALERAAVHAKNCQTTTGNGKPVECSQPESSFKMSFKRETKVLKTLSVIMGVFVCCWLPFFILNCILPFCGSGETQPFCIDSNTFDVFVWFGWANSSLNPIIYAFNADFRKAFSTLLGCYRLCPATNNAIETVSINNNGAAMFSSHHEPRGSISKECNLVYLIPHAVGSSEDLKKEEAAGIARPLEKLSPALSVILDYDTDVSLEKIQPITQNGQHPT
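Inducible HEK293 T-REx D1 cells, force-coupled to calcium signalling, were plated at 4000 cells/well with tetracycline and held overnight at 30 C. After no-wash calcium dye loading, compound-evoked calcium rise over 180 s flagged agonists.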
D2 PAM: D2 dopamine receptor (human) potentiation | HEK293 T-REx D2, calcium flux, EC20 dopamine potentiation | potentiation, % at 10 µM | 340,000 compounds, 0.34% hits;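 active = potentiation over 3 SD above the plate norm, cut at about 30% in these data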; note: 0% is about no effect
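Potentiation of an EC20 dopamine calcium response measured kinetically over 180 s, after a preceding 180 s compound-only read flagging agonists. Cells: inducible Hek293 Trex D2 line, 4000/well, cultured overnight at 30 C before dye loading.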
D2 antag: antagonists of human D2 dopamine receptor; HEK293 TREx D2 cells, calcium flux, dopamine EC80; inhibition, % at 10 µM; 340,000 compounds, 2% hits; in the data active = inhibition above about 30%; note: 0% is about no effect
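HEK293 T-REx D2 cells, tet-induced, calcium dye no-wash. Cpd pintool add, 180 s kinetic, then EC80 DA, 180 s kinetic. Ca flux read.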
D1 potentiator: enhances dopamine response at the human D1 receptor | HEK293 TREx D1 cells, calcium flux, dopamine EC20 potentiation | potentiation, % at 10 µM | 360,000 compounds, 0.036% hits; in the data active = potentiation above about 30%; note: 0% is about no effect
D1 antagonist: human D1 dopamine receptor antagonism; 360,000 compounds, 3.2% hits; HEK293 TREx D1 cells, calcium flux, dopamine EC80; hits give low values; activity change, negative = inhibition, % at 10 µM; AID 504652; in the data active = activity change below about -30%; note: % is set by controls: 0 for no effect and ±100 for the full control effect
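Antagonism measured as reduced calcium response to an EC80 dopamine addition following 180 s compound pre-read; cells were inducible HEK293 Trex D1 plated overnight at 30 C, read kinetically at 1 cycle/sec.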
* marks the source's active call; other numbers are inactive results; x = not tested or not shown; & = joins results of further samples. Cut-off read from the data, not from the text of the source, unless noted: active = activation above about 30%; inactive = the rest. Compounds were not picked by outcome; any-hit rate near 7.3%.

Values run as follows: D2 ag	TRHR enhancer	RXFP1 antagonist	TRHR ag	D1 agonist	D2 PAM	D2 antag	D1 potentiator	D1 antagonist
1) COC(=O)c1ccccc1NC(=O)CSc1nnc(-c2ccc(C)cc2)o1
  0.7	-3	x	0.3	6	31*	7	-2	27
2) CC(C)CC(=O)Nc1ccc(Oc2ccc3c(c2)C(=O)NC3=O)cc1
  1.1	6	5	-0.2	3	6	3	0	-15
3) CC1CCCCN1C(=O)c1ccc(C(=O)N2CCCCC2C)cc1 (stereo not drawn)
  0.7	6	-2	-0.1	8	-3	-2	-3	-11
4) O=C(NCC(=O)N1CCN(c2ncc(C(F)(F)F)cc2Cl)CC1)c1ccc(Br)o1
  1.6	-4	15	-0.7	10	-6	12	-3	-22
5) Cc1ccc2cc(CN(C(=O)c3ccncc3)C(C)C)c(=O)[nH]c2c1
  -2.6	-5	-9	0.2	1	-5	-3	-2	-7
6) CCOC(=O)[C@H]1[C@H]2COc3ccc(OC)cc3[C@@H]2N2C(=O)c3cc(F)c(F)cc3NC(=O)[C@@]12C
  -0.3	4	x	-0.5	-1	-6	7	-4	3
7) CCn1c2ccccc2c2cnc(N=CN(C)C)c(C#N)c21
  -0.2	2	-3	-0.2	1	-1	10	-5	1
8) Cc1cccc(NC(=O)CCC(=O)Nc2nnc(C3CCCCC3)s2)c1
  0.1	2	3	-2.3	7	-7	-5	2	4
9) COc1ccc(CNC(=O)C2CCC(CNS(=O)(=O)c3cccs3)CC2)cc1 (stereo not drawn)
  -0.9&-1.3	1&-7	-4&-15	-0.4&-0.9	-2&1	7&5	6	-5&-4	-2&6
10) O=C(CN(c1cc(Cl)ccc1Cl)S(=O)(=O)c1ccccc1)N1CCOCC1
  -0.3	-4	-11	-0.2	1	-7	-9	-5	6
11) C=CCNC(=O)[C@H]1N2C(=O)c3ccccc3C2SC1(C)C (stereo partly drawn)
  -0.4	-11	-2	-0.3	1	3	7	-1	-5
12) COc1ccc(Cl)cc1-c1nc(SCC(=O)NCCN2C(=O)CSC2=O)n[nH]1
  -0.5	5	3	0.2	3	-1	-4	-6	-8
13) CCOC(=O)c1ccc(CSc2nnc(C)n2N)o1
  -0.2	3	-14	-0.2	1	9	6	0	7
14) COc1ccc(S(=O)(=O)N2CCCC2)cc1C(=O)N1CCOCC1
  0.1	24	-1	-0.3	2	1	1	8	-7
15) Cc1ccc(C)c(N2CCN(C(=O)c3ccc(Nc4nc5ccccc5n5nnnc45)cc3)CC2)c1
  1.5	0	-3	0.8	2	18	x	2	-7
16) COc1cccc(CN(C)CC(=O)Nc2c(C)cccc2C(C)C)c1
  -1.8	-6	-13	-1.5	3	2	18	0	x
17) Cc1cnc(C(=O)Nc2ccc(N3CCCCC3)cc2)cn1
  -0.3	3	-2	-0.2	0	11	-4	2	1
18) CCCc1n[nH]c(=S)n1Cc1ccco1
  0.1	6	3	0.8	4	10	5	-1	0
19) CC(C)NS(=O)(=O)c1ccc(OCC(=O)Nc2cccc3ccccc23)cc1
  x	-2	-8	-0.8	0	x	x	2	-8
20) O=C(/C=C/c1cccc(F)c1)NCc1ccc2c(c1)OCO2
  -0.9	7	-5	-0.7	5	-1	-18	-8	-35*
21) O=C(NC1CCCC1)[C@@H]1CSC2c3ccccc3C(=O)N21 (stereo partly drawn)
  -0.5	6	0	-0.2	3	4	-15	-2	0
22) Cc1cc2c(c(=O)o1)C1O[C@](CCCCN3C(=O)c4ccccc4C3=O)(Cc3cc(C#N)ccc31)O2
  x	-3	x	0.6	1	x	x	1	-1
23) O=C(CCCN=C1NS(=O)(=O)c2ccccc21)OCC(=O)c1ccccc1Cl
  0.1	-3	9	0.6	9	-5	13	-4	-25
24) NS(=O)(=O)c1ccc(NC(=O)COC(=O)c2cn(-c3ccccc3)nc2-c2ccccc2)cc1
  0.8	-8	-17	0.9	5	-4	17	-6	-20
25) COc1cc(C(=S)N2CCCC2)ccc1O
  0.6	0	7	0.6	1	3	25	-4	-12
26) Nc1ncnc(Nc2ccccn2)c1[N+](=O)[O-]
  -0.5	-2	-21	0.2	0	9	31*	4	x
27) O=C(NCCc1cccs1)C12CN(Cc3ccccc3)CC1C(c1cccc([N+](=O)[O-])c1)=NO2 (stereo not drawn)
  0.4	9	x	0.1	4	14	16	-1	-13
28) CC1(C)CC(=O)C2=C(C1)N1C(=C(C#N)C2c2ccccc2Cl)N=C(N)c2ccccc21 (stereo not drawn)
  -0.1	-10	-17	1.0	2	-11	36*	0	9
29) OCC1N=C(c2ccccn2)OC1c1ccccc1 (stereo not drawn)
  0.6	-7	-16	0.2	0	-7	15	-4	-15
30) Cc1ccsc1C(=O)OCC(=O)NCc1ccc2c(c1)OCO2
  1.4	-5	-6	-0.1	3	15	-1	-3	13

Overlap with the part before: five compounds, then new ones.
Values run as follows: D2 ag	TRHR enhancer	RXFP1 antagonist	TRHR ag	D1 agonist	D2 PAM	D2 antag	D1 potentiator	D1 antagonist
26) Nc1ncnc(Nc2ccccn2)c1[N+](=O)[O-]
  -0.5	-2	-21	0.2	0	9	31*	4	x
27) O=C(NCCc1cccs1)C12CN(Cc3ccccc3)CC1C(c1cccc([N+](=O)[O-])c1)=NO2 (stereo not drawn)
  0.4	9	x	0.1	4	14	16	-1	-13
28) CC1(C)CC(=O)C2=C(C1)N1C(=C(C#N)C2c2ccccc2Cl)N=C(N)c2ccccc21 (stereo not drawn)
  -0.1	-10	-17	1.0	2	-11	36*	0	9
29) OCC1N=C(c2ccccn2)OC1c1ccccc1 (stereo not drawn)
  0.6	-7	-16	0.2	0	-7	15	-4	-15
30) Cc1ccsc1C(=O)OCC(=O)NCc1ccc2c(c1)OCO2
  1.4	-5	-6	-0.1	3	15	-1	-3	13
31) Cn1c(SCC(=O)Nc2cccc(S(=O)(=O)N3CCOCC3)c2)nnc1-c1ccncc1
  0.4	-7	-1	-1.0	3	0	-8	-3	-7
32) CN(N)c1nc(-c2ccccc2)nnc1C(F)(F)F
  -1.3	2	-1	-0.2	2	11	-10	-3	-1
33) Cc1ccsc1C(=O)OCC(=O)N(C)c1c(N)n(Cc2ccccc2)c(=O)[nH]c1=O
  0.3	-3	-2	0.0	2	14	-4	-7	-3
34) COc1cccc(C2OC(=O)c3ccccc3N2C(C)=O)c1OC(C)=O (stereo not drawn)
  0.9	0	12	0.3	1	26	-1	-4	-2
35) O=C(c1ccco1)N1CCCN(Cc2cn[nH]c2-c2ccc(-c3ccccc3)cc2)CC1
  16	2	-25	-1.6	3	-3	14	-2	-2
36) CCOC(=O)C1CCCN(C(=O)c2cn(C)c(=O)c3cc(OC)c(OC)cc23)C1 (stereo not drawn)
  0.0	5	-11	0.1	-3	13	-11	3	7
37) CCN1C(=O)/C(=C\N2CCOCC2)SC1=S
  0.5	20	-2	-1.6	3	12	-9	-4	-3
38) COc1cccc(NC(=O)CC2SC(=Nc3ccccc3)NC2=O)c1 (stereo not drawn)
  0.4	-6	x	-0.1	1	-26	1	-4	-15
39) CCOc1ccc(CCNC(=O)Cc2ccc(NC3=NC4CS(=O)(=O)CC4S3)cc2)cc1 (stereo not drawn)
  -0.6	1	-3	0.4	6	0	-17	-5	-9
40) COCC(=O)N(CCc1ccc(OC)c(OC)c1)Cc1nc2ccccc2c(=O)[nH]1
  1.0	3	6	2.9	0	-2	-15	-5	1
41) CC(C)OC(=O)CCCNc1ccc([N+](=O)[O-])cc1[N+](=O)[O-]
  -0.6	-6	x	0.0	3	15	-13	-10	-6
42) CC(=O)c1ccc(N2C(=NC(=O)C(C)C)SC3CS(=O)(=O)CC32)cc1 (stereo not drawn)
  0.4	1	-13	1.4	2	0	-10	-3	-10
43) O=C(CSc1nc2c([nH]c3ccccc32)c(=O)n1-c1ccccc1)Nc1ccc2c(c1)OCO2
  -2.1	-3	4	0.0	0	13	x	-2	1
44) CCOc1ccc(NC(=O)C(C)Sc2nccn2C)cc1 (stereo not drawn)
  -0.2	-2	-6	-0.2	4	-1	4	-2	3
45) O=C(Oc1ccc2c(=O)c(Oc3ccc4ccccc4c3)coc2c1)c1ccco1
  -0.8	-2	-4	0.5	3	-4	16	-4	-4
46) CCCCN(C(=O)CCC(=O)Nc1cc(C)on1)C(C(=O)NC1CCCC1)c1ccc(OC)cc1 (stereo not drawn)
  7.5	-4	-6	-1.2	3	x	2	-8	-6
47) Cc1ccc(C(=O)c2c3ccccc3[n+]([O-])n2CCC(=O)O)cc1
  0.4	2	x	-0.2	2	1	6	3	11
48) Cc1ccccc1-c1nc(SCC(=O)NCc2ccco2)c2c(=O)n(C)c(=O)n(C)c2n1
  -1.5	-1	-2	0.1	-1	x	x	-1	6
49) COc1ccc(-n2nc(C(=O)NCC(=O)N3CCN(c4ccccc4)CC3)c3ccccc3c2=O)c(OC)c1
  -0.8	0	14	-1.4	1	0	-9	-4	-10
50) Cc1cc(NC(=O)c2cccc(S(=O)(=O)N(C)C)c2)n(-c2ccccn2)n1
  0.8	0	-1	-0.4	1	5	-14	4	-15
51) COc1ccc(S(=O)(=O)Nc2cccc(N(C)S(C)(=O)=O)c2)cc1Br
  0.9	-1	x	1.2	11	-4	-7	-11	-10
52) CCn1c(=O)cc(SCC(=O)NCc2ccc(OC)cc2OC)c2ccccc21
  0.4	4	x	0.0	-2	6	x	-1	0
53) COc1ccc(S(=O)(=O)NCC(=O)N(CC(=O)NCc2ccco2)C2CCCC2)cc1
  1.0	-1	0	-0.4	2	-5	47*	-10	-1
54) Cc1cc(=O)[nH]c(N/N=C/c2ccc(Br)s2)n1
  0.8	3	8	0.1	2	-9	-2	-1	18
55) COCCNC(=S)N1CCC(C(=O)c2ccc(C)cc2)CC1
  -0.8	7	3	-0.3	7	16	-1	-6	1
